KOR beta-arrestin-1: kappa opioid receptor blockers – cell-based, luminescence, uHTS (AID 1778); one-dose inhibition, % at 10 µM; IC50 in µM for titrated hits; KOR beta-arrestin recruitment, luminescence, antagonist mode; higher % means a stronger effect; actives 0.091% (n = 290,000); also: strong numbers were not always called active
NOD2 inhibition: inhibition of NOD2-driven NF-kB reporter – cell-based, luminescence, uHTS, HEK293 (AID 1566). HEK293 NOD2/NF-kB luciferase reporter, luminescence; higher % means a stronger effect. inhibition, % at 4 µM; hits with a dose series show EC50 in µM. actives 0.63% (n = 290,000); also: many of its hits are not listed in these tables
Yfh1-depleted yeast: enhancers of respiration in Yfh1-depleted yeast, dose response, Friedreich's ataxia, plus single-dose screen (AID 1465); S. cerevisiae Yfh1-off respiration, WST-1 reduction, 72 h; higher fold induction means a stronger effect; fold induction at 50 µM, or EC50 in µM where a hit was titrated; actives 0.074% (n = 220,000);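 active = fold induction of absorbance versus untreated yeast above a set limit, then at least 30% activation at any dose in follow-up; inconclusive = repeats straddling the limit, or above it without dose testing; inactive = fold induction below the set limit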;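 also: activators that raise dye reduction in frataxin-depleted yeast; strong numbers were not always called active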
HIV peptide binding: cell-free HIV fusion peptide-binding blockers – biochemical, uHTS, fluorescence dequenching, primary screen (AID 1986); cell-free peptide binding, fluorescence dequenching, 30 min; higher % means a stronger effect; inhibition, % at 20 µM; hits with a dose series show IC50 in µM; actives 0.3% (n = 290,000); in the data active = inhibition mostly above about 52%, no sharp cut-off; inactive = mostly below about 76%; also: some results filed as inactive read as strong as hits
NOD1 NF-kB reporter: inhibition of NOD1-driven NF-kB reporter – cell-based, luminescence, uHTS, primary screen (AID 1578); actives 1% (n = 290,000); inhibition, % at 4 µM; hits with a dose series show EC50 in µM; NOD1-driven NF-kB luciferase reporter cells, luminescence; higher % means a stronger effect; in the data active = inhibition mostly above about 36%, no sharp cut-off; inactive = mostly below about 34%;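 also: HEK-293T reporter cells stimulated with the NOD1 agonist gamma-tri-DAP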
AID2073: inhibitors of Mint1-CaV2.2 protein interaction, biochemical, HTRF (AID 2073); HTRF protein-protein interaction, Mint1-CaV2.2; higher % means a stronger effect; one-dose inhibition, % at 20 µM; IC50 in µM for titrated hits; actives 0.19% (n = 290,000); in the data active = inhibition mostly above about 51%, no sharp cut-off; inconclusive = no clear call, values can overlap the other calls; inactive = mostly below about 53%; also: some results filed as inactive read as strong as hits
West Nile virus CPE: West Nile virus antiviral activity, cell-based, CPE readout (AID 1621). actives 0.02% (n = 290,000). West Nile virus-infected cells, CPE inhibition; higher % means a stronger effect. one-dose CPE inhibition, % at 10 µM; IC50 in µM for titrated hits; in the data active = a potency from the dose series; inconclusive = CPE inhibition mostly from about 3.7% at the one dose, without a potency; inactive = the rest, 99 in 100 with CPE inhibition below about 2.2%; also: strong numbers were not always called active
KOR beta-arrestin-2: kappa opioid receptor activators – cell-based, luminescence, uHTS, primary screen (AID 1777) | activation, % at 10 µM, or EC50 in µM where a hit was titrated | actives 0.02% (n = 280,000) | KOR beta-arrestin recruitment, luminescence; higher % means a stronger effect; in the data active = activation above about 50%, passing the limit was not always enough; also: a part of the inactive calls stands beside numbers as strong as those of hits
Dengue-2 NS5 capping: flavivirus cap methylation enzyme inhibition – biochemical, confirmation dose response, primary screen (AID 588689); Dengue-2 NS5 methyltransferase capping enzyme assay, biochemical; higher % means a stronger effect; one-dose inhibition, % at 25 µM; IC50 in µM for titrated hits; actives 0.3% (n = 340,000); in the data active = a potency from the dose series; inconclusive = inhibition above about 29% without an active follow-up result
An asterisk follows results filed as active; i = inactive; ? = inconclusive; . = no result given; [ ] = dose if it differs, or a comment. Rule as the data show it, unless noted: active = inhibition above about 50%; inactive = the rest. Some of the compounds tested (hit frequency here may not be typical).

item	canonical_smiles	HIV peptide binding	NOD1 NF-kB reporter	KOR beta-arrestin-2	Yfh1-depleted yeast	KOR beta-arrestin-1	Dengue-2 NS5 capping	NOD2 inhibition	West Nile virus CPE	AID2073
1	Cc1ccccc1OCCCC(=O)Nc1ccc(N2CCOCC2)cc1	0.8%	11.2%	6.7%	i	2.0%	0.7%	-1.4%	-0.3%	-1.8%
2	COc1ccc(N2C(=O)CSC23C(=O)N(CC(=O)NC2CCCC2)c2ccccc23)cc1 (configuration not stated)	1.1%	-7.2%	4.8%	.	-7.9%	-13.8%	18.8%	-0.7%	-6.5%
3	COc1ccc([N+](=O)[O-])cc1NC(=O)c1ccc(CN(c2ccccc2)S(C)(=O)=O)cc1	-1.7%	-7.9%	2.8%	i	-24.3%	-5.1%	17.3%	-0.8%	-2.3%
4	O=C(NCCc1cccc(F)c1)[C@@H]1CSC2c3ccccc3C(=O)N21 (some centres not stated)	2.9%	-17.2%	-0.1%	i	-5.3%	-16.9%	15.4%	-0.2%	-0.1%
5	O=C(Nc1ccc(S(=O)(=O)Nc2ncccn2)cc1)c1ccc(Br)s1	4.0%	19.5%	-6.0%	i	31.3%	0.0%	3.3%	1.1%	9.7%
6	C=CCc1cccc2cc(C(=O)OCC)c(=O)oc12	-0.7%	-19.8%	-2.9%	i	-29.0%	-1.4%	7.4%	-0.2%	12.6%
7	COc1ccc(/C=C/C(=O)NC2CCN(Cc3ccccc3)CC2)cc1OC	-1.6%	8.4%	-4.3%	.	-12.7%	-6.7%	4.4%	-0.1%	8.8%
8	O=C1CCC([N+](=O)[O-])C(c2cccc(Br)c2)N1 (configuration not stated)	0.6%	-7.4%	3.6%	i	-40.3%	-4.4%	8.7%	-0.4%	0.4%
9	COc1ccc2c(COC(=O)c3n[nH]c4ccccc34)cc(=O)oc2c1	10.2%	-82.6%	-3.1%	i	-22.9%	?	-165.1%	-0.2%	23.5%
10	O=C(Cn1c(=O)n(-c2ccccc2)c(=O)c2sccc21)NCc1ccccc1	3.9%	-12.3%	-2.2%	i	24.1%	-6.4%	2.7%	-0.8%	5.2%
11	COc1cccc(=O)c2c(C)n(-c3ccc(C(=O)O)cc3)c(C)c12	10.2%	58.9%*	2.1%	i	-7.1%	9.1%	-0.7%	-0.1%	9.9%
12	CC1=C(n2nnc([N+](=O)[O-])n2)C(c2cccnc2)C(C#N)=C(N)O1 (configuration not stated)	3.4%	-2.8%	0.4%	i	-22.6%	-1.4%	5.9%	0.3%	-8.2%
13	COc1ccc(C2c3ccc4ccccc4c3Oc3ncn(CCCO)c(=N)c32)cc1OC (configuration not stated)	0.0%	9.6%	3.8%	i	-12.2%	4.6%	-15.9%	21.5µM*	-18.1%
14	CCOc1cc(CNCc2cccnc2)ccc1OCC(=O)NC(C)(C)C	0.2%	-24.7%	1.8%	i	11.9%[20 µM]	-6.2%	6.2%	-0.9%	10.4%
15	CCC(=O)Nc1ccc(C(=O)Nc2ccc(OC)cc2[N+](=O)[O-])cc1	1.6%	-8.9%	7.2%	i	6.8%	-9.6%	34.1%	0.2%	11.0%
16	O=C(NCCCNC(=O)c1ccccc1F)c1ccco1	0.6%	-29.1%	3.5%	.	-58.5%	3.6%	3.6%	0.3%	6.1%
17	O=C(Nc1c2c(nn1-c1cccc(Cl)c1)CS(=O)(=O)C2)C1CC1	0.4%	-25.9%	-4.0%	.	13.3%	2.6%	11.9%	-0.6%	17.2%
18	O=C(NCc1ccco1)c1ccc(Br)c(S(=O)(=O)N2CCCCC2)c1	0.8%	-3.9%	6.8%	i	29.2%	-0.7%	12.9%	0.0%	2.5%
19	CC1CCc2nn(CC(=O)NC3CCCC(C)C3C)cc2C1 (configuration not stated)	-1.2%	-11.3%	-0.1%	i	2.3%	-1.4%	6.7%	-0.4%	-2.7%
20	Cc1cc(N)nc(C)c1C#N	0.8%	-21.2%	-0.4%	i	7.5%	-9.1%	3.4%	0.2%	-0.6%
21	COC(C(=O)N1CCC(n2nccc2NC(=O)C2CC2)CC1)c1ccccc1 (configuration not stated)	1.9%	-32.1%	-1.6%	.	-3.5%	-1.7%	-10.6%	0.0%	-2.7%
22	O=C(CCS(=O)(=O)c1ccccc1)Nc1ccccc1-c1nc2ccccc2s1	0.3%	-29.2%	25.6%	i	-24.3%	-2.7%	-17.4%	0.7%	?
23	CCN(C(=O)Cc1cccs1)c1nnc(-c2cccnc2)s1	2.7%	-7.3%	-3.2%	i	17.9%	-3.3%	-9.7%	0.3%	5.9%
24	O=C(NC(Cc1ccccc1)C(=O)O)c1ccccc1 (configuration not stated)	-0.4%	-17.3%	-8.9%	i	5.3%	1.4%	1.8%	0.0%	-0.3%
25	O=C(Nc1ccc2c(c1)S(=O)(=O)N=C1CCCCCN12)c1ccccc1Cl	-3.0%	-1.0%	0.4%	i	4.5%	-2.3%	7.1%	0.0%	-8.4%
26	COc1ccc2c(c1)C(C)=CC(C)(C)N2C(=O)C(C)N1C(=O)c2ccccc2C1=O (configuration not stated)	0.9%	-22.6%	1.5%	i	-15.3%	-2.7%	-3.3%	-0.8%	8.1%
27	Cc1ccc2nc(NC3=NCN(Cc4ccccc4)CN3)nc(C)c2c1	0.7%	-10.7%	.	.	-14.9%	.	-5.7%	.	-7.2%
28	COCCNC(=S)NNC(=O)c1ccco1	-1.7%	9.5%	-8.5%	i	19.4%	-2.5%	0.4%	0.3%	-19.6%
29	CCOc1ccccc1NC(=O)C(=O)/C=C(\O)c1cc(OC)ccc1OC	-1.1%	-4.0%	6.8%	i	-83.4%	-3.7%	5.7%	-0.7%	2.1%
30	COc1ccc(OC)c(S(=O)(=O)N2CCC(C(=O)Nc3cccc(C)c3)CC2)c1	-0.8%	-9.2%	1.9%	i	7.4%	-9.2%	15.4%	-0.4%	1.6%
31	O=C(Cc1ccc([N+](=O)[O-])cc1)N1CCCCCC1	-1.3%	-36.8%	0.0%	i	-39.6%	-2.2%	-3.2%	0.3%	6.2%
32	COc1ccc(NC(=O)CN2CCN(c3ccc(F)cc3)CC2)cc1	2.2%	-1.3%	3.1%	.	0.9%	-2.6%	-15.5%	-0.7%	3.2%
33	NC(=O)c1nn(-c2ccccc2)nc1NC(=O)CN1CCOCC1	-0.4%	-8.7%	-1.4%	i	-19.7%	-6.3%	5.7%	0.7%	5.7%
34	CCCCCC(=O)N1CC2(C)CN(C(=O)CCCCC)CC(C)(C1)C2=O	-0.5%	-10.4%	-2.4%	i	15.1%	-5.6%	10.5%	-0.3%	-4.2%
35	NC(=O)c1ccc(NC(=O)COC(=O)c2ccccc2Nc2ccccc2)cc1	1.1%	-9.1%	-0.9%	i	-25.9%	-8.9%	11.3%	0.7%	45.1%
36	O=C(CNc1ccc2ccccc2c1)N/N=C/c1ccc(C(=O)O)cc1	4.7%	-48.4%	0.2%	i	-13.8%	4.5%	-0.4%	0.0%	-12.1%
37	CSCC[C@H](NC(=O)OC(C)(C)C)c1nnc(SCC=C(C)C)o1	1.0%	9.6%	-2.5%	i	-8.4%	-4.8%	7.6%	-0.7%	7.8%
38	Cc1ccc(C(=O)Nc2nnc(S(=O)(=O)N3CCN(c4ccc(F)cc4)CC3)s2)cc1	-1.5%	5.9%	-7.9%	.	-7.4%	1.8%	16.8%	0.3%	22.1%
39	Cc1nc(N2CCN(C(=O)c3ccco3)CC2)c2c3c(sc2n1)CCCC3	2.8%	3.8%	4.7%	i	2.0%	-6.8%	20.5%	0.9%	13.3%
40	COC(=O)C1CC(=O)N(Cc2ccccc2)C1 (configuration not stated)	-0.4%	-20.2%	2.3%	i	0.0%	-9.9%	4.7%	0.0%	2.0%
41	Cn1nc(C(=O)NCc2ccccc2)c2ccccc2c1=O	0.0%	-31.0%	.	i	-9.2%	2.4%	3.2%	-0.5%	0.8%
42	COc1ccc(OC(C)C(=O)N2CCN(c3ccccn3)CC2)cc1 (configuration not stated)	0.3%	-12.6%	2.9%	i	6.0%	-1.6%	-9.7%	0.5%	-1.2%
43	O=C(NCC1CCCO1)C(=O)NCC(c1ccco1)N1CCN(c2ccccc2)CC1 (configuration not stated)	-1.2%	28.5%	8.2%	i	9.7%	5.8%	-1.0%	-0.2%	-1.2%
44	COc1ccc(CN(C)C(c2ccccc2)c2nnnn2-c2ccccc2C)c(OC)c1C (configuration not stated)	-1.8%	14.9%	9.7%	i	8.2%	-11.1%	13.3%	-0.6%	2.2%
45	COc1ccccc1CNC(=O)C1CC(=O)N(C2CCCC2)C1 (configuration not stated)	1.9%	12.7%	4.5%	i	-9.0%	0.7%	6.6%	-0.2%	-6.5%
46	Cn1cccc1CC(=O)N/N=C/c1ccc(Cl)cc1	5.6%	-1.5%	3.4%	i	10.7%	-13.8%	-6.5%	-0.2%	2.6%
47	CCS(=O)(=O)c1ccc(O)c(NC(=O)/C=C/c2ccc(Cl)cc2)c1	8.0%	4.6%	3.7%	i	-36.7%	-8.0%	-15.7%	-0.1%	16.2%
48	CCC(C)NS(=O)(=O)c1ccc(NC(=O)CCC2CCCCC2)cc1 (configuration not stated)	-1.5%	24.0%	-0.9%	i	22.5%	-1.8%	24.5%	-0.3%	-4.0%
49	CCCCCCC1CC(=O)NC(=O)N1 (configuration not stated)	0.0%	45.3%*	-0.2%	i	-11.5%	-6.2%	28.8%	1.7%	2.9%
50	S=c1[nH]nc(-c2ccc3ccccc3n2)n1-c1ccc(Cl)cc1	-1.1%	-20.7%	-7.2%	i	14.9%	1.3%	12.5%	-0.2%	25.2%
51	CCOc1ccc(Nc2oc(-c3cccc(Cl)c3)nc2C#N)cc1	1.7%	-25.9%	-7.3%	i	6.3%	-1.4%	-12.7%	?	2.6%
52	O=C(CSc1nc2ccccc2s1)NCCOc1ccccc1	-0.1%	-9.5%	-2.2%	i	3.5%	-3.2%	-4.0%	0.1%	6.6%
53	CCC(CC)NC(=O)COC(=O)c1ccc(OCc2ccc(C(C)=O)cc2OC)c(OC)c1	-2.8%	-9.0%	7.6%	i	-10.4%	2.9%	29.8%	0.2%	10.3%
54	C=CCC1(/C=N/O)CCOC(C)(C)C1 (configuration not stated)	0.9%	-8.8%	3.2%	i	-11.7%	-6.9%	8.1%	0.1%	6.9%
55	Cc1ccc(N/C=C2\CCCCC2=O)nc1	0.7%	-54.4%	-2.4%	i	8.8%	0.7%	-13.5%	0.2%	26.5%

Some of the entries so far, as labelled records.
(10) O=C(Cn1c(=O)n(-c2ccccc2)c(=O)c2sccc21)NCc1ccccc1
  HIV peptide binding: 3.9%	NOD1 NF-kB reporter: -12.3%	KOR beta-arrestin-2: -2.2%	Yfh1-depleted yeast: i	KOR beta-arrestin-1: 24.1%	Dengue-2 NS5 capping: -6.4%	NOD2 inhibition: 2.7%	West Nile virus CPE: -0.8%	AID2073: 5.2%
(12) CC1=C(n2nnc([N+](=O)[O-])n2)C(c2cccnc2)C(C#N)=C(N)O1 (configuration not stated)
  HIV peptide binding: 3.4%	NOD1 NF-kB reporter: -2.8%	KOR beta-arrestin-2: 0.4%	Yfh1-depleted yeast: i	KOR beta-arrestin-1: -22.6%	Dengue-2 NS5 capping: -1.4%	NOD2 inhibition: 5.9%	West Nile virus CPE: 0.3%	AID2073: -8.2%
